Rv3671c inh – Rv3671c serine protease inhibitors, primary screen, biochemical, fluorescence polarization, M. tuberculosis H37Rv. P9WHR9. inhibition, % at 5.96 µM. 320,000 tested, 0.048% active; in the data active = inhibition above about 38%;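 also: extracellular domain of Rv3671c used as enzyme; 0% = enzyme with DMSO and 100% = no enzyme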
Target sequence (P9WHR9 whole entry, looked up, the tested form may be a part): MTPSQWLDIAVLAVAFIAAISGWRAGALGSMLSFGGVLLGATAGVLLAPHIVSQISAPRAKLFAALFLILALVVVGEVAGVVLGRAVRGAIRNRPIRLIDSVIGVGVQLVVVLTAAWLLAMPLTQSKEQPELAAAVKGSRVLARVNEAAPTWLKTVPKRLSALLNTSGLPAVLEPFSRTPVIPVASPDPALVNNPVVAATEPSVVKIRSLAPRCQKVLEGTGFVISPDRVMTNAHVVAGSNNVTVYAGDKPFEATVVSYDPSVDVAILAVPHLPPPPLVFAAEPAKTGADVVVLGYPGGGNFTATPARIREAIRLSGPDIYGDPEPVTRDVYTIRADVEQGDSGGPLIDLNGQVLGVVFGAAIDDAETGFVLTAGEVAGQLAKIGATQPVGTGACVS
3CLpro inhibitor – SARS-CoV 3CLpro protease inhibitors, primary screen, biochemical, quenched FRET; Replicase polyprotein 1ab (Severe acute respiratory syndrome coronavirus), P0C6X7; recombinant SARS-CoV 3CLpro, quenched FRET peptide cleavage; inhibition, % at 6 µM; 290,000 tested, 0.14% active; in the data active = inhibition above about 12%
PrPC surface inh – inhibitors of human cell surface prion protein PrPC, primary screen, cell-based, TR-FRET | Major prion protein (Homo sapiens), P04156 | inhibition, % at 13.8 µM | AID 720596, 2013 | TR-FRET read-out | 370,000 tested, 0.43% active; in the data active = inhibition above about 24%; also: 0% = median of the test wells and 100% = reference compound wells
SSB-PriA inh – inhibitors of Klebsiella pneumoniae PriA binding to SSB C-terminal tail, primary screen, biochemical, AlphaScreen; PriA–SSB C-terminal tail interaction (Klebsiella pneumoniae); AlphaScreen SSBct-PriA binding, biotinylated peptide; inhibition, % at 33 µM; 430,000 tested, 0.6% active; in the data active = inhibition mostly above about 37%, no sharp cut-off; inactive = mostly below about 20%;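 also: plate controls were negative control peptide for no effect and reference peptide for full effect; strong numbers were not always called active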
TcdB GH inh – TcdB glycohydrolase inhibitors, primary screen, biochemical, single point, plate reader; Toxin B (Clostridioides difficile), P18177; TcdB glycohydrolase enzymatic assay; inhibition, % at 9.99 µM; 350,000 tested, 0.24% active; AID 652162, 2013; in the data active = inhibition above about 10%
BH1578 lux ind – inducers of Vibrio cholerae quorum light production without autoinducers, primary screen, BH1578 luxS cqsA deficient, single point; V. cholerae BH1578 lux reporter, luminescence, 6 h; activation, % at 18.7 µM; 350,000 tested, 0.16% active; AID 588436, 2011; in the data active = activation mostly above about 9.7%, no sharp cut-off; also: not every result past the cut was called active; inactives centre near 0; reference of the scale not given here
CCHFV vOTU inh – CCHFV vOTU protease inhibitors, primary screen, biochemical, Pep-AMC substrate, fluorescence | AID 651958, 2012 | 370,000 tested, 0.55% active | inhibition, % at 11.5 µM; in the data active = inhibition above about 30%; also: 0% = vehicle wells with enzyme and 100% = no enzyme wells
DUSP3 inh – VHR1 phosphatase inhibitors, primary screen, biochemical, absorbance, uHTS. Dual specificity protein phosphatase 3 (Homo sapiens), P51452. recombinant VHR phosphatase, pNPP absorbance. inhibition, % at 13.3 µM. 290,000 tested, 0.52% active; in the data active = inhibition above about 50%; also: some compounds called inactive have numbers as strong as hits
Target sequence (P51452 whole entry, looked up): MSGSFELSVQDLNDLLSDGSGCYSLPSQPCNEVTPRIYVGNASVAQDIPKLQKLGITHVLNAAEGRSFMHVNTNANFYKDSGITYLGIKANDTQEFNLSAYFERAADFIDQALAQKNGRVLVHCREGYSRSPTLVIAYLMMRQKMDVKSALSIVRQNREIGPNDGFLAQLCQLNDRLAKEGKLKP
MazEF act – activators of E. coli MazEF toxin-antitoxin RNase, primary screen, biochemical, fluorescence, uHTS; Endoribonuclease toxin MazF (Escherichia coli (strain K12)), P0AE70; FAM/BHQ RNA-DNA oligo cleavage fluorescence, 5 h; activation, % at 20 µM; 350,000 tested, 0.32% active; AID 504720, 2011; in the data active = activation above about 50%
Target sequence (P0AE70 whole entry, looked up): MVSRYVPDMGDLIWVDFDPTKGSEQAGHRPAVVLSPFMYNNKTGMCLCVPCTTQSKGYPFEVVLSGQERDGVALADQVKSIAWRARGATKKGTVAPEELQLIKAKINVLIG
Y pestis TopoI – Yersinia pestis topoisomerase I inhibitors, primary screen, biochemical, cleavage product accumulation, plate reader, single point | DNA topoisomerase I (Yersinia pestis CO92) | Y. pestis Topo-I cleavage product accumulation | activity, % at 10 µM | 360,000 tested, 0.064% active | AID 504884, 2011; in the data active = activity above about 50%, passing the limit was not always enough; also: inactives centre near 2
* = called active by the depositor; i = inactive; . = no result given; & = joins results of further samples.

The first 10 records (preview)
SMILES | Rv3671c inh | 3CLpro inhibitor | PrPC surface inh | SSB-PriA inh | TcdB GH inh | BH1578 lux ind | CCHFV vOTU inh | DUSP3 inh | MazEF act | Y pestis TopoI
Cn1c(CCCOc2ccc(Cl)cc2Cl)n[nH]c1=S | -2 | 2 | 6 | 3 | 0.5 | i | -6 | 15 | -3 | -11
O=C(/C=C/c1ccccc1Cl)Nc1ccc(-c2nnc3n2CCCCC3)cc1 | -17 | 3 | 2 | 0 | . | -0.3 | 8 | -1 | 3 | -2
COc1ccc(C(=O)NCCN2C(=O)S/C(=C\c3cccnc3)C2=O)c(OC)c1OC | -2 | 3 | -2 | -5 | . | -0.2 | -19 | 1 | 4 | 5
O=c1c2[nH]c3ccc(F)cc3c2ncn1CCN1CCN(Cc2ccccc2)CC1 | 7 | -2 | -14 | -3 | 0.9 | -0.6 | 10 | 28 | 12 | -3
COc1ccc(-n2c(SC)nc(O)cc2=O)cc1 | 1 | 1 | -1 | -1 | . | i | -4 | 10 | -12 | 5
CCN(CC)CCNC(=O)CCn1c(=S)[nH]c2cc3c(cc2c1=O)OCO3 | -2 | 4 | -6 | -2 | . | -0.3 | 10 | 16 | 13 | -5
Cc1sc2ncn(CC(=O)NCc3ccccc3)c(=O)c2c1C | -15 | -3 | -1 | -10 | 1.8 | i | -11 | -8 | -11 | -1
O=c1cc(CSc2nnc(COc3ccccc3)n2-c2ccccc2)c2ccccc2[nH]1 | -48 | 1 | -2 | -1 | -0.3 | i | -4 | -2 | 5 | 28
Cc1cc(OCC(=O)N2CCC(C(N)=O)CC2)c2c3c(c(=O)oc2c1)CCCC3 | -6 | 1 | -4 | -7 | 0.3 | 0.1 | -2 | 16 | -2 | 8
CN(C)C(CNC(=O)CNC(=O)c1ccc(Br)cc1)c1ccccc1 (configuration not stated) | -1 | -1 | -7 | 4 | 1.5 | -0.3 | 3 | 8 | 3 | -4

The list itself, from the start:
SMILES | Rv3671c inh | 3CLpro inhibitor | PrPC surface inh | SSB-PriA inh | TcdB GH inh | BH1578 lux ind | CCHFV vOTU inh | DUSP3 inh | MazEF act | Y pestis TopoI
Cn1c(CCCOc2ccc(Cl)cc2Cl)n[nH]c1=S | -2 | 2 | 6 | 3 | 0.5 | i | -6 | 15 | -3 | -11
O=C(/C=C/c1ccccc1Cl)Nc1ccc(-c2nnc3n2CCCCC3)cc1 | -17 | 3 | 2 | 0 | . | -0.3 | 8 | -1 | 3 | -2
COc1ccc(C(=O)NCCN2C(=O)S/C(=C\c3cccnc3)C2=O)c(OC)c1OC | -2 | 3 | -2 | -5 | . | -0.2 | -19 | 1 | 4 | 5
O=c1c2[nH]c3ccc(F)cc3c2ncn1CCN1CCN(Cc2ccccc2)CC1 | 7 | -2 | -14 | -3 | 0.9 | -0.6 | 10 | 28 | 12 | -3
COc1ccc(-n2c(SC)nc(O)cc2=O)cc1 | 1 | 1 | -1 | -1 | . | i | -4 | 10 | -12 | 5
CCN(CC)CCNC(=O)CCn1c(=S)[nH]c2cc3c(cc2c1=O)OCO3 | -2 | 4 | -6 | -2 | . | -0.3 | 10 | 16 | 13 | -5
Cc1sc2ncn(CC(=O)NCc3ccccc3)c(=O)c2c1C | -15 | -3 | -1 | -10 | 1.8 | i | -11 | -8 | -11 | -1
O=c1cc(CSc2nnc(COc3ccccc3)n2-c2ccccc2)c2ccccc2[nH]1 | -48 | 1 | -2 | -1 | -0.3 | i | -4 | -2 | 5 | 28
Cc1cc(OCC(=O)N2CCC(C(N)=O)CC2)c2c3c(c(=O)oc2c1)CCCC3 | -6 | 1 | -4 | -7 | 0.3 | 0.1 | -2 | 16 | -2 | 8
CN(C)C(CNC(=O)CNC(=O)c1ccc(Br)cc1)c1ccccc1 (configuration not stated) | -1 | -1 | -7 | 4 | 1.5 | -0.3 | 3 | 8 | 3 | -4
COc1cc(C)c(S(=O)(=O)n2nnc3ccccc32)cc1C | 1 | 2 | -7 | -11 | . | -0.5 | 19 | 10 | -3 | -1
COc1ccc(CNC(=O)c2cc(-c3cc(C)ccc3O)n[nH]2)cc1 | -2 | 7 | 3 | -12 | 1.9 | i | -5 | 13 | 4 | 0
Cc1sc2c(c1C)c(=O)nc1scc(CC(=O)O)n12 | -6 | 2 | 4 | 4&-15 | . | -0.4 | 2 | 29 | 3 | -1
Cc1nnc(SCC(=O)Nc2cc(S(=O)(=O)N3CCCC3)ccc2Cl)s1 | -3 | -4 | 2 | -2 | 1.7 | -0.4 | -5 | 26 | -4 | -1
Cc1ccc(C(C)C)c(O)c1 | 7 | . | -5 | -3 | -0.3 | -0.7 | 8 | . | 3 | 3
COc1ccc(N2CCN(S(=O)(=O)CCNC(=O)C(C)Oc3ccccc3)CC2)cc1 (configuration not stated) | -9 | . | -6 | -5 | 1.0 | -1.4 | 5 | . | 6 | 17
CCCn1c(C)cc(/C=C(\C#N)C(=O)OCC(=O)Nc2cccc(S(N)(=O)=O)c2)c1C | -13 | . | -3 | -3 | 5.5 | -0.3 | -65 | . | 4 | 2
CC(C)[C@H](NC(=O)c1ccccc1Cl)C(=O)Nc1ccc(S(=O)(=O)Nc2nccs2)cc1 | -3 | . | 3 | 1 | 0.5 | 2.8 | 14 | . | 1 | -4
CC(C)Oc1cccc(-c2cc(C(=O)NC(=S)N(C)c3ccccc3C(=O)O)c3ccccc3n2)c1 | -3 | 3 | 2 | 5 | . | -0.3 | -29 | -1 | -4 | 2
O=C(NCCc1ccc(Cl)cc1)c1ccc(Br)s1 | -3 | 1 | 2 | -13 | -0.5 | 1.0 | 17 | 10 | 0 | 19
CC(C)(C)c1cc(CCC(=O)NNC(=S)NC(=O)c2ccccc2)cc(C(C)(C)C)c1O | 11 | 4 | . | 17&-6 | . | -0.3 | . | -10 | -1 | 4
N#CC1=C(S)N(c2ccccc2)C2(CCCCC2)NC1=O | -7 | 1 | -1 | 3 | 0.8 | -0.2 | -4 | 1 | 9 | -6
COc1ccc(C)cc1NC(=O)c1ccccc1NS(=O)(=O)c1ccc(Cl)s1 | 3 | 3 | 6 | -1 | -2.2 | -0.5 | 18 | 20 | 6 | 20
S=c1[nH]ncn1NCc1cccc(Br)c1 | -12 | . | 7 | -5 | 1.5 | 0.0 | 2 | . | 2 | -4
CCN(CC(=O)Nc1c(F)cccc1F)C(=O)C1CC(=O)N(CCc2ccc(OC)c(OC)c2)C1 (configuration not stated) | 5 | . | 0 | 1 | -2.4 | i | -12 | . | 2 | 0

Continued:
SMILES | Rv3671c inh | 3CLpro inhibitor | PrPC surface inh | SSB-PriA inh | TcdB GH inh | BH1578 lux ind | CCHFV vOTU inh | DUSP3 inh | MazEF act | Y pestis TopoI
CCOC(=O)c1c(CC(C)C)csc1NC(=O)COC(=O)c1cc(OC)c(OC)cc1[N+](=O)[O-] | -2 | -1 | 3 | -17 | 2.2 | -0.8 | -15 | 17 | -1 | -6
COC(=O)c1ccc(NC(=O)C(C)Oc2ccccc2)cc1 (configuration not stated) | 9 | -1 | 8 | -4 | -0.4 | . | 14 | 10 | 4 | 4
Cc1cc(C)c(C)c(OCc2nc(-c3cccnc3)no2)c1 | -2 | -1 | 1 | -18 | . | i | -2 | -1 | 6 | 0
COC(=O)C1=C(C)NC(=O)NC1c1cccc(OC)c1OCc1ccccc1 (configuration not stated) | 1 | 3 | -1 | -5 | . | -0.4 | 4 | 23 | 5 | 6
CN(CC(=O)Nc1cccc2c1CCCC2)S(=O)(=O)c1ccc(Br)cc1 | -12 | 0 | -6 | -7 | . | i | -15 | 14 | 13 | 0
O=C(NC1CCCCCC1)c1cc2n(n1)C(C(F)(F)F)CC(c1ccco1)N2 (configuration not stated) | -3 | -1 | 1 | -15 | . | -17 | 2 | 36 | -1 | 25
Cc1ccc(S(=O)(=O)Nc2ccc3c(c2)CC(=O)N([C@H](C)CO)C[C@H](C)[C@H](CN(C)Cc2ccc4c(c2)OCO4)O3)cc1 | -13 | . | -4 | 1 | 0.4&1.5 | i | -3 | . | 1 | 5
Cc1ccccc1NCC(=O)c1ccc(Br)cc1 | 1 | -2 | 1 | 2 | 3.1 | -5.6 | 5 | -1 | 10 | 176*
O=C(CN1C(=O)NC2(CCCCCC2)C1=O)NC1CC1 | -1 | 2 | -14 | 4 | 1.5 | i | -5 | 8 | 2 | 7
CCN(CC)c1ccc(C(=O)OCC(=O)N(C)Cc2ccccc2)cc1 | -6 | 4 | 7 | -5 | -1.8 | -0.4 | 10 | 18 | 2 | 7
Cc1ccc(C(=O)NCC(C)NC(=O)c2ccc(C)c([N+](=O)[O-])c2)cc1[N+](=O)[O-] (configuration not stated) | -3 | . | -4 | -8 | 0.7 | i | -4 | . | -19 | 2
COc1ccc(CNC(=O)COc2ccc(OC)cc2)cc1 | 4 | -2 | 10 | 3 | 1.0 | i | -6 | 22 | 0 | 2
COc1cc(/C=N/Nc2ccc([N+](=O)[O-])cn2)cc(OC)c1O | . | -2 | -28 | . | -6.5 | i | 14 | 73 | -1 | -12
COc1ccc(C2CC(c3ccccc3Cl)Nc3ncnn32)cc1OC (configuration not stated) | 0 | -1 | 4 | -10 | . | i | 7 | 2 | 7 | 15
Cc1nc2ccccc2c2c1C(=O)N(c1cccc(C(=O)O)c1)C2=O | 1 | -5 | 8 | 5 | -1.6 | 0.5 | 2 | 32 | 3 | 2
CCS(=O)(=O)N1CCC(C(=O)N2CCC3(CC2)OCCO3)CC1 | -3 | -4 | -2 | -13 | 0.1 | -0.6 | -3 | -4 | 5 | 4
COc1cc(NC(=S)NCCCN2CCOCC2)c(OC)cc1Cl | -7 | -4 | 6 | -4 | 1.8 | -6.7 | 6 | 4 | 0 | -12
Cc1cc(N(C)C)ccc1N=Nc1ccc2ncccc2c1 | -11 | 4 | 1 | -11 | 1.6 | i | -7 | 9 | 0 | 5
O=S(NCc1ccccc1)C12CC3CC(CC(C3)C1)C2 (configuration not stated) | 1 | 4 | -5 | -13 | 1.4 | -1.9 | 5 | -8 | 6 | -5
O=C(Cn1cc(C(=O)C(F)(F)F)c2cc(Br)ccc21)N1CCOCC1 | -13 | 3 | 3 | -5 | 0.4 | i | 5 | 14 | 8 | -4
Cc1cn(C2CCC(CO)O2)c(=O)[nH]c1=O (configuration not stated) | . | -2 | 0 | -4 | -0.6 | -10 | 11 | 23 | -4 | 3
O=P(O)(O)c1cc(-c2ccccc2)oc1-c1ccccc1 | 6 | 2 | 9 | -7 | 0.4 | i | -13 | 12 | 3 | -2
O=C(O)CSc1nc2c(c(=O)[nH]1)CCCC2 | 2 | -8 | 3 | 1 | . | 0.7 | -9 | 12 | 3 | 0
CNC(=O)Oc1ccccc1OC(C)C | . | . | 0 | -8 | 1.1 | 0.3 | 0 | . | 2 | 7
C/C(=N\O)c1ncc(C(F)(F)F)cc1Cl | -11 | 4 | -4 | . | 0.2 | -0.4 | -4 | 22 | -6 | -7

Whole records, quoted from the list.
Entry for Cc1ccc(S(=O)(=O)Nc2ccc3c(c2)CC(=O)N([C@H](C)CO)C[C@H](C)[C@H](CN(C)Cc2ccc4c(c2)OCO4)O3)cc1 : Rv3671c inh = -13; 3CLpro inhibitor = .; PrPC surface inh = -4; SSB-PriA inh = 1; TcdB GH inh = 0.4&1.5; BH1578 lux ind = i; CCHFV vOTU inh = -3; DUSP3 inh = .; MazEF act = 1; Y pestis TopoI = 5
Entry for O=C(CN1C(=O)NC2(CCCCCC2)C1=O)NC1CC1 : Rv3671c inh = -1; 3CLpro inhibitor = 2; PrPC surface inh = -14; SSB-PriA inh = 4; TcdB GH inh = 1.5; BH1578 lux ind = i; CCHFV vOTU inh = -5; DUSP3 inh = 8; MazEF act = 2; Y pestis TopoI = 7

Screening data from PubChem.

Some of the compounds tested. The share of hits here may be higher or lower than overall.
